Source: PubChem
ARFGAP1 inhibitor – inhibitors of rat ARFGAP1 GAP activity, primary screen, biochemical, fluorescence polarization, GDP tracer | ADP-ribosylation factor GTPase-activating protein 1 (Rattus norvegicus), Q62848 | Arfgap1-stimulated ARF1 GTP hydrolysis, GDP FP detection | inhibition, % at 16.5 µM | actives 0.26% (n = 360,000) | AID 651572, 2012;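 active = inhibition above a per-plate limit, mean inhibition of low control wells plus 3 SD, cut at about 25% in these data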;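 also: 0% = DMSO wells with enzyme and 100% = wells lacking Arfgap1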
Target sequence (Q62848 1-136 limits assumed): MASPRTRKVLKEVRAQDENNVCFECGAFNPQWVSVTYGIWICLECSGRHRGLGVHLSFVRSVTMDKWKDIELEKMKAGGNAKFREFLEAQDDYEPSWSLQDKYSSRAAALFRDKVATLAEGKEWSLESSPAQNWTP
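Material: rat Arfgap1 GAP domain (His6, aa 1-136), purified enzyme. Also added: human ARF1(Δ1-17)-GTP substrate. Compound dosing: 16.5 µM single point, 1.26% DMSO. Timing: enzyme reaction 120 min at 25 °C after 20 min preincubation. Signal: GDP detection by fluorescence polarization. Read-out basis: percent inhibition of GAP-stimulated GDP formation, scaled between DMSO and no-Arfgap1 medians.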
LEDGF integ inh – blockers of LEDGF/p75-dependent integrase strand transfer – biochemical, TR-FRET, high throughput, primary screen; TR-FRET IN-LEDGF/p75 DNA integration, Eu/Cy5; inhibition, % at 3.7 µM; actives 0.64% (n = 370,000); AID 743269, 2014;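 active = inhibition above the screen-wide mean plus 3 SD, cut at about 13% in these data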;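 also: signal is the Cy5 over europium emission ratio at 671 and 618 nm; 0% = plate median of compound wells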
DDE Tn7 FP inh – inhibitors of Tn7 peptide binding to fibrin DD(E), primary screen, biochemical, fluorescence polarization, human fibrin, Tn7 probe | inhibition, % at 8.3 µM | actives 0.13% (n = 370,000) | FP displacement of FITC-Tn7 peptide from fibrin DD(E); 0% = median of compound wells per plate;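 active = inhibition above the mean of compounds falling within the control limits plus 3 SD of them, cut at about 14% in these data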;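 also: 0% = plate median of compound wells and 100% = 10 µM Aha-Tn7 peptide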
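Assay system: human fibrin DD(E) protein / Input: 2 µM fibrin DD(E) / Benchmarks: high control of 10 µM Aha-Tn7 peptide / Measured by: fluorescence polarization of the labelled Tn7 tracer / Medium: Tris buffer with calcium and detergent, pH 7.8 / Timing: 10 min compound pre-incubation, 3 h probe incubation at room temperature / Repeats: one replicate per compound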
TDP2 inh – human TDP2 enzyme inhibitors, primary screen, biochemical, epi absorbance, recombinant enzyme; actives 0.34% (n = 370,000); inhibition, % at 12.8 µM; T5PNP hydrolysis, p-nitrophenol absorbance 415 nm;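 active = inhibition above the mean of all tested compounds plus 3 SD, set per campaign, cut at about 25% in these data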;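 also: 0% = DMSO with enzyme and 100% = buffer with substrate but no TDP2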
Target sequence (O95551 whole entry, looked up): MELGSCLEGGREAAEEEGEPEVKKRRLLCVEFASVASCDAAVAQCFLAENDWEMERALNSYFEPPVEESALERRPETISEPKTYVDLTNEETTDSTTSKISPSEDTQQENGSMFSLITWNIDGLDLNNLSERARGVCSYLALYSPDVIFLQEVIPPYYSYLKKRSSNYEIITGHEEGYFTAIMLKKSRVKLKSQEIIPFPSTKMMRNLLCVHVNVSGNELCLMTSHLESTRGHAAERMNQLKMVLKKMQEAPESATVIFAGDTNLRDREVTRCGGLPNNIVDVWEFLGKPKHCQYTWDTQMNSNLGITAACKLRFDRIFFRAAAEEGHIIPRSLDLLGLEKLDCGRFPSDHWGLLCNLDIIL
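Assay system: recombinant human TDP2 / Reagent: T5PNP substrate at 5 mM, a TopII-DNA adduct mimic / Measured by: epi absorbance from released p-nitrophenol / Evaluation: % inhibition relative to enzyme-containing and enzyme-free wells / Control set: enzyme-free and DMSO wells / Replicates: each compound tested once, singlicate / Schedule: enzyme reaction with compound for 2 h at 37 °C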
Tn6 DDE FP – inhibitors of Tn6 peptide binding to fibrin DD(E), primary screen, biochemical, fluorescence polarization, human fibrin, Tn6 probe; Fibrin DD(E) TRITC-Tn6 fluorescence polarization displacement; inhibition, % at 8.3 µM; actives 0.21% (n = 370,000); AID 720509, 2013;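 active = inhibition above a per-campaign cutoff: mean of compounds within control limits plus 3 SD, cut at about 15% in these data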;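 also: 0% = median of all compound wells on the plate and 100% = blocking peptide control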
ASAP1 GAP inh – inhibitors of human ASAP1 ArfGAP activity, primary screen, biochemical, fluorescence polarization; inhibition, % at 16.5 µM; ASAP1-stimulated ARF1 GTP hydrolysis, GDP FP detection; actives 0.19% (n = 360,000); in the data active = inhibition above about 25%;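 also: 0% = vehicle with enzyme and substrate and 100% = no enzyme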
ADAM17 inh – ADAM17 inhibitors, primary screen, biochemical, QFRET | Disintegrin and metalloproteinase domain-containing protein 17 (Homo sapiens), P78536 | recombinant ADAM17, EDANS/DABCYL FRET peptide cleavage | inhibition, % at 6.95 µM | actives 0.83% (n = 370,000) | AID 720648, 2013;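 active = inhibition above the mean of compounds lying between control limits plus 3 SD, set per campaign, cut at about 8.5% in these data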;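 also: 0% = DMSO-only wells as the low control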
PLC-gamma1 inh – PLC-gamma1 enzyme inhibitors, primary screen, biochemical, fluorescence, purified enzyme. fluorogenic substrate. AID 720700, 2013. 1-phosphatidylinositol 4,5-bisphosphate phosphodiesterase gamma-1 (Homo sapiens), P19174. actives 0.84% (n = 370,000). inhibition, % at 12.2 µM; in the data active = inhibition above about 9.5%
KLK7 zymogen act – proKLK7 zymogen activators, primary screen, biochemical, fluorescence intensity. activation, % at 7 µM. actives 0.9% (n = 370,000). Kallikrein-7 (Homo sapiens), P49862. purified proKLK7, EDANS-DABCYL substrate fluorescence; 100% is mature enzyme control, 0% vehicle. AID 652039, 2013;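 active = activation above the mean of all tested compounds plus 3 SD, computed per campaign excluding outliers beyond control limits, cut at about 13% in these data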
Target sequence (P49862 whole entry, looked up): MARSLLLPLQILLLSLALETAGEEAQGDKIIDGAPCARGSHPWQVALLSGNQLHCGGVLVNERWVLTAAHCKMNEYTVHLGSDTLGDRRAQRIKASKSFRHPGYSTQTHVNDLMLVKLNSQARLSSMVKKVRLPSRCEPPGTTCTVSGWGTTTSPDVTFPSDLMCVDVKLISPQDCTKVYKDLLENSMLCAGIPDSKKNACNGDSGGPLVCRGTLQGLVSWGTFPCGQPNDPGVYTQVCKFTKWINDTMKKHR
ADAM10 inh – human ADAM10 inhibitors, primary screen, biochemical, QFRET, HTS; recombinant ADAM10, EDANS/DABCYL FRET peptide cleavage, 3 h; actives 0.62% (n = 370,000); AID 720582, 2013; inhibition, % at 7 µM; Disintegrin and metalloproteinase domain-containing protein 10 (Homo sapiens), O14672;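 active = inhibition above a per-campaign cutoff equal to the mean of compounds falling between control-based bounds plus 3 SD, cut at about 20% in these data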;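 also: 0% = DMSO wells while the 100% control is not disclosed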
Active calls of the source: *; . = not tested or not shown.

Results follow in this order: ARFGAP1 inhibitor	LEDGF integ inh	DDE Tn7 FP inh	TDP2 inh	Tn6 DDE FP	ASAP1 GAP inh	ADAM17 inh	PLC-gamma1 inh	KLK7 zymogen act	ADAM10 inh
(1) CCOC(=O)Nc1ccc2c(CN(C)Cc3ccc(F)cc3)cc(=O)oc2c1
 : 2	2	0	16	4	-2	-29	-60	3.0	-73
(2) O=C(Nc1ccc(S(=O)(=O)Nc2ncccn2)cc1)c1ccccc1Br
 : -1	1	-5	26*	3	3	-4	1	-0.3	-8
(3) CCN(CC)c1ccc2cc(-c3nnc(-c4ccncc4)o3)c(=O)oc2c1
 : -1	0	-32	4	-6	5	-97	-84	-15	-286
(4) CCN(CC)S(=O)(=O)c1ccc(C(=O)N(c2ccccc2)C2C=CS(=O)(=O)C2)cc1 (configuration not stated)
 : 6	2	7	-11	-3	2	1	5	-0.1	5
(5) COc1cc(NC(=O)COC(=O)c2cc(S(=O)(=O)N3CCCCC3)ccc2Cl)c(C)cc1[N+](=O)[O-]
 : 8	2	-5	-11	2	10	8	9	0.2	15
(6) Cc1ccc(-n2c(C)nc3c(cnn3-c3ccc(C)c(C)c3)c2=O)cc1C
 : 3	-1	6	-9	4	14	-3	1	0.1	5
(7) Cc1cc(=O)c(C(=O)O)cn1-c1ccc(C(C)C)cc1
 : -1	0	-4	-9	1	-9	2	4	-0.8	5
(8) O=C(NCCN1CCOCC1)c1ccc(NC(=O)C2COc3ccccc3O2)cc1 (configuration not stated)
 : -1	-1	0	8	4	5	-5	-2	-0.3	-10
(9) Cc1nc(CCNC(=O)Cc2ccc(Cl)cc2)cs1
 : -2	-4	-6	-2	-4	-1	2	1	0.2	-11
(10) CC(=O)c1cc(C#N)c(Oc2ccc(Cl)cc2Cl)nc1C
 : 0	2	3	2	7	-6	-5	2	0.1	0
(11) O=C(O)C1CCC(=O)N1C(=O)OCc1ccccc1 (configuration not stated)
 : -4	-1	2	-1	4	1	-6	0	-0.4	-5
(12) CC(C)(C#N)Nc1ccccc1
 : 7	1	8	3	7	-3	-2	-4	-0.8	-2
(13) CCNc1nc(ON=C(C)C)nc(N(C)C)n1
 : -2	-2	5	-2	-1	-12	-4	-2	0.1	-6
(14) CCOc1ccc(-n2c(COc3ccc(C)cc3)nnc2SCC(=O)c2ccc3ccccc3c2)cc1
 : .	3	-8	-7	2	.	5	-5	-0.3	5
(15) COc1ccc(NC(=O)CN(C)CC(=O)Nc2ccc(C)c(S(=O)(=O)N3CCCCC3)c2)cc1
 : 14	3	-2	-7	3	9	3	2	-0.5	1
(16) O=C(Nc1ccc(Br)cc1)N1CCCC(O)C1 (configuration not stated)
 : 14	-3	-6	-10	-9	4	-2	2	1.0	-7
(17) CN(C)CCC1(C2=CCCC2)CC/C(=C/c2ccc(Cl)cc2)C1=O (configuration not stated)
 : 1	-3	3	0	-5	2	-3	4	0.6	-12
(18) COc1ccc(CCNC(=O)CCNC(=O)N2CC(=O)Nc3ccccc32)cc1
 : -5	-3	0	2	-13	4	0	0	0.2	-15
(19) CNC1(C(N)=O)CCN(Cc2ccccc2)CC1
 : -2	-3	-2	-8	2	-27	-4	0	-0.8	-6
(20) CCCC[n+]1ccn(-c2nc3ccccc3nc2[N-]S(=O)(=O)c2ccc(Cl)cc2)c1
 : 10	-5	3	8	8	3	-44	-52	-4.7	-119
(21) CC1CN(C(=O)c2cc(-c3ccc(Cl)s3)nc3ccccc23)CC(C)O1 (configuration not stated)
 : 2	-1	2	6	1	5	-37	-25	-2.4	-149
(22) Cc1ccc2nc(-c3ccc(SCC(=O)N4CCc5ccccc54)nc3)[nH]c2c1
 : -4	-1	-6	-5	4	11	0	-5	-6.3	-20
(23) CN(C)c1cc(C(=O)N(C)c2ccccc2)ncn1
 : 8	4	-9	-9	-3	7	6	6	0.1	-1
(24) CC1=NN(C(N)=S)C(=O)C1N=Nc1c(C)n(C)n(-c2ccccc2)c1=O (configuration not stated)
 : -8	-7	9	0	6	-10	-1	1	0.7	3
(25) O=C(NC1CCN(Cc2ccccc2)CC1)c1ccc2c(c1)OCCCO2
 : 8	0	2	3	5	-8	-2	1	-0.2	9
(26) O=C(Cn1cncn1)c1ccc(F)cc1F
 : -5	5	-1	1	-2	2	-1	3	0.2	0
(27) COc1cc(C(=O)NCCC(=O)NC2CCC(C)CC2)cc(OC)c1OC (configuration not stated)
 : 8	1	4	-16	-5	15	0	4	-1.0	1
(28) COC(=O)Cc1csc(NC(=O)CSc2nncn2C)n1
 : 9	-2	1	5	-5	7	-4	0	0.2	-4
(29) CC(=O)Nc1sc2c(c1C(N)=O)CCN(Cc1ccccc1)C2
 : 6	1	-5	-6	-3	5	-52	-30	-0.1	-150
(30) COc1ccc(NS(=O)(=O)c2ccc3c(c2)NC(=O)CO3)cc1
 : -4	2	-5	-10	-12	5	4	-2	-0.3	-3

One compound at a time, from the list above. Values in the order: ARFGAP1 inhibitor	LEDGF integ inh	DDE Tn7 FP inh	TDP2 inh	Tn6 DDE FP	ASAP1 GAP inh	ADAM17 inh	PLC-gamma1 inh	KLK7 zymogen act	ADAM10 inh
`O=C(O)C1CCC(=O)N1C(=O)OCc1ccccc1` (configuration not stated) across the screens: -4	-1	2	-1	4	1	-6	0	-0.4	-5
`Cc1ccc(-n2c(C)nc3c(cnn3-c3ccc(C)c(C)c3)c2=O)cc1C` across the screens: 3	-1	6	-9	4	14	-3	1	0.1	5

New compounds follow.
Results follow in this order: ARFGAP1 inhibitor	LEDGF integ inh	DDE Tn7 FP inh	TDP2 inh	Tn6 DDE FP	ASAP1 GAP inh	ADAM17 inh	PLC-gamma1 inh	KLK7 zymogen act	ADAM10 inh
(31) COc1cc(CNC23CC4CC(CC(C4)C2)C3)ccc1OCc1ccccc1
 : 15	1	-3	-13	1	3	-4	4	0.0	-4
(32) CC1(C)CC(=O)/C(=C(\O)c2ccccc2)C(=NCCO)C1
 : -8	-3	-2	-3	-6	4	1	2	-0.4	7
(33) O=c1oc2ccc3ccccc3c2cc1-c1nnc(-c2cccs2)o1
 : 8	0	2	-8	-1	-4	-121	-110	-7.2	-395
(34) COc1ccccc1N1CCN(S(=O)(=O)c2ccc(-n3cnnn3)c(C)c2)CC1
 : 1	1	4	13	11	-9	2	0	0.2	5
(35) N#CCSc1nc2c(c(=O)n1Cc1ccccc1)C1(CCCC1)Cc1ccccc1-2
 : 4	-1	4	10	11	3	-5	0	-0.8	-1
(36) CC(C)COC(=O)N(C)C[C@H]1OCc2cn(nn2)CCCC(=O)N([C@@H](C)CO)C[C@@H]1C
 : -1	2	-2	10	-1	3	-6	-1	-0.1	-4
(37) CC1(C)Cc2c(c(N3CCOCC3)nc3sc4c(NCC5CCCO5)nnnc4c23)CS1 (configuration not stated)
 : 9	3	-7	-12	6	2	-3	-1	0.4	1
(38) Cc1cc2c(=O)n(CC(=O)NCC(=O)N3CCN(Cc4ccccc4)CC3)cnc2s1
 : 4	-2	7	1	9	6	-1	-1	0.4	6
(39) COc1ccc([C@@H]2C[C@H]3[C@@H](CN2S(=O)(=O)c2ccccc2)C(=O)C[C@@H](c2ccccc2)N3S(=O)(=O)c2ccc(C)cc2)cc1
 : 13	-2	-4	8	-9	-7	3	0	-0.7	6
(40) Cc1ccc(-c2nn(CCC(=O)NN3CCOCC3)c(=O)c3ccccc23)cc1
 : 4	-2	1	-6	-1	11	4	8	0.4	-7
(41) OCC[C@H]1C[C@H](O)[C@@H](O)[C@@]2(Cc3ccccc3O2)O1
 : -6	0	2	10	-7	10	-6	-4	-0.7	-11
(42) Cc1ccc(C)c2c1[nH]c1ccccc12
 : 6	-4	-1	-12	4	20	5	1	0.1	13
(43) CC1CCCCC12NC(=O)N(Cn1nnc3ccccc3c1=O)C2=O (configuration not stated)
 : -7	3	-2	2	0	1	-3	0	0.3	-3
(44) Cc1ccc(-c2nnc(COC(=O)c3ccco3)o2)cc1
 : -4	3	1	5	-12	-7	0	1	-0.1	-2
(45) COc1ccc(/C=N/Nc2nncc3ccccc23)c(OC)c1
 : -2	-2	-2	-25	5	1	4	5	0.0	1
(46) Cc1ccccc1CNc1ccc(C(CC(N)=O)NC(=O)c2ccc(Br)cc2)cc1[N+](=O)[O-] (configuration not stated)
 : 8	-1	-2	8	-5	-2	-5	-1	0.0	-1
(47) CCOc1ccc(N2CC(C(=O)NCCCN3CCOCC3)CC2=O)cc1 (configuration not stated)
 : 4	1	-4	-3	-6	0	-2	1	-0.2	-10
(48) COc1ccc2ccccc2c1C=Nn1c(-c2n[nH]c3c2CCC3)n[nH]c1=S
 : .	0	-1	-6	2	.	10*	3	-0.7	11
(49) N#CC1=C(N)OC2=C(C(=O)CCC2)C1c1ccncc1 (configuration not stated)
 : -3	-3	3	0	11	1	-2	-2	-0.1	-4
